MsrA act – activators of bovine methionine sulfoxide reductase A; purified bovine MsrA, absorbance read-out; activation, % at 10.6 µM; actives 0.3% (n = 360,000); in the data active means activation above about 7.5%;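 further: 0% = vehicle and 100% = reference activator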
MsrA inh – inhibits bovine methionine sulfoxide reductase A | purified bovine MsrA, absorbance read-out | inhibition, % at 15.5 µM | actives 0.75% (n = 360,000); in the data active means inhibition above about 4.5%;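 further: 0% = vehicle wells with enzyme and 100% = reference inhibitor wells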
CSN deneddyl inh – inhibitors of human CSN-mediated cullin deneddylation. inhibition, % at 12.5 µM. AID 651999. Purified CSN, SCF-Nedd8-OG deneddylation, fluorescence polarization. actives 0.38% (n = 360,000). Q92905;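 active means pattern-corrected inhibition above about 35%, with an unprinted fluorescence ratio check between 0.5 and 1.5, limit read from the data, passing the limit was not always enough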;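 further: 0% = enzyme with substrate and 100% = substrate without enzyme; some results filed as inactive read as strong as hits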
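Test system: Human Csn5 produced in HEK293T cells | Compound: 12.5 µM single point | Times: 90 min, room temperature | Signal: Fluorescence polarization readout | Read-out basis: % inhibition of substrate cleavage by Csn5 | Controls: no-enzyme wells high, enzyme-with-substrate wells low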
eLon inh – E. coli protease La inhibition; AID 602123; purified E. coli Lon protease, fluorescence polarization; inhibition, % at 7.94 µM; P0A9M0; actives 0.42% (n = 360,000); in the data active means inhibition above about 13%, passing the limit was not always enough;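 further: 0% = enzyme with probe and DMSO and 100% = no enzyme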
MT1-MMP act inh – blocks activation of human MT1-MMP; P50281; HT1080 RFP-PRO-GFP cells, GFP/RFP ratio fluorescence, overnight; percent of plate control window, DMSO zero; GFP/RFP ratio change, % at 20 µM; actives 0.061% (n = 360,000);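 active means GFP/RFP ratio change of at least 30% with cell ATP level not reduced by more than half and red fluorescence within 50% of control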; further: strong numbers were not always called active
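Assay system: HT1080 RFP-PRO-GFP cells | Dosing: 20 µM single dose, 1% DMSO | Incubation: Cells overnight before dosing, compound overnight, 37 °C, 5% CO2 | Evaluation: GFP/RFP fluorescence ratio | Control set: DMSO-only wells and HT1080 RFP-L50D-GFP cell wells as references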
Rin1 Abl inh – inhibitors of human Rin1-Abl protein interaction; inhibition, % at 7.35 µM; TR-FRET Rin1/Abl binding, biochemical; actives 0.4% (n = 360,000); in the data active means inhibition above about 5%, passing the limit was not always enough
FAS-TE inh – blocks the thioesterase domain of human fatty acid synthase | recombinant FAS-TE, OMFH fluorogenic substrate, fluorescence endpoint | inhibition, % at 15 µM | actives 0.67% (n = 360,000);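 active means compounds whose normalised, plate-corrected inhibition of enzyme fluorescence in the single-dose primary screen is 50% or more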;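 further: 0% = DMSO with enzyme and 100% = substrate without enzyme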
PABP1 MLLE inh – inhibitors of microRNA-mediated deadenylation, human PABP1 MLLE binding | GST-MLLE / FITC-PAM2 fluorescence polarization | inhibition, % at 20 µM | actives 0.36% (n = 360,000); in the data active means inhibition above about 35%, passing the limit was not always enough;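 further: plate controls were DMSO wells with GST-MLLE for no effect and wells lacking GST-MLLE protein for full effect; some results filed as inactive read as strong as hits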
Rpn11 block – blocks the human proteasome subunit Rpn11; O00487; human 26S proteasome, Ub4-pepOG fluorescence polarization; 20S core pre-blocked with epoxomicin; calls only at 20 µM; actives 0.59% (n = 360,000);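 active means inhibition at 20 µM, scaled to each plate's controls, above about 33%, limit read from the data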
* marks the source's active call; other numbers are inactive results; i = inactive.

SMILES | MsrA act | MsrA inh | CSN deneddyl inh | eLon inh | MT1-MMP act inh | Rin1 Abl inh | FAS-TE inh | PABP1 MLLE inh | Rpn11 block
COc1ccc(C(=O)NCC(=O)N/N=C(C)\C=C\c2ccccc2)cc1OC | -3 | 1.2 | 0 | 0 | -1 | 2 | -4 | -1 | i
Cc1ccc(C(=O)NCCCNC(=O)Cc2ccc(Cl)cc2)cn1 | -1 | 1.7 | 0 | -16 | -1 | 1 | -2 | 4 | i
CC(C)CC(NC(=O)CC12CC3CC(CC(C3)C1)C2)C(=O)NC1=NCCS1 (centres undefined) | -4 | 2.7 | -1 | 4 | -2 | 2 | 19 | 5 | i
Cc1ccccc1CN(C)CC(=O)Nc1c(C)cccc1C(C)C | 0 | 1.2 | -6 | 10 | 1 | -1 | 6 | -11 | i
NC(COCc1ccccc1)c1csc(Nc2ccc(C(=O)c3ccccc3)cc2)n1 (centres undefined) | 1 | 3.0 | -2 | -3 | -6 | -7 | -44 | 5 | i
Cc1[nH]c2ccccc2c1NC(=O)CN1CCN(c2cccc(C(F)(F)F)c2)CC1 | 0 | -0.2 | 1 | 4 | -4 | 2 | 4 | -14 | i
CSCC[C@@H](C(=O)NCc1cccs1)N1Cc2ccccc2C1=O | -2 | -1.7 | -1 | -3 | -3 | 1 | -4 | -4 | i
CC[n+]1c(P(=O)([O-])c2ccccc2)[nH]c2ccccc21 | 1 | -1.3 | 4 | 7 | 3 | 1 | -4 | 8 | i
CSc1ccc(CN2CCC(C)(Oc3cccc(C#N)c3)C2)cc1 (centres undefined) | -1 | -0.2 | -2 | 3 | 4 | 3 | 22 | -4 | i
COCC(=O)Nc1ccc(N2CCOCC2)c(S(=O)(=O)Nc2ccc(OC)cc2)c1 | -3 | 0.2 | -2 | -7 | -2 | 2 | -4 | 24 | i
COc1cc2c(cc1OC)C(CNC(=O)C=Cc1cc(OC)c(OC)c(OC)c1)C2 (centres undefined) | -4 | 3.0 | 1 | -10 | 2 | -5 | -1 | 8 | i
CC1CCC(C(C)C)C(=O)/C1=C\c1ccc(NC(=O)CCC(=O)O)cc1 (centres undefined) | -5 | 2.3 | -1 | 4 | 2 | 1 | -9 | -7 | i
Cn1c(SCC(=O)NC2CC2)nnc1-c1cccc(NC(=O)c2ccccc2F)c1 | -2 | -1.6 | 3 | -4 | 4 | 5 | -7 | -40 | i
COc1cc(CNC2CCCC2)cc(Br)c1OCC(=O)Nc1ccccc1C | -4 | 0.2 | -1 | 2 | 2 | -2 | -5 | 1 | i
COC(=O)c1c(C)oc(C)c1S(=O)(=O)N1CCOCC1 | -3 | -1.3 | -2 | 6 | 0 | -4 | -5 | 1 | i
CCOC(=O)C1C(=O)C(C(C)=O)C(=O)CC1CC(C)SCC (centres undefined) | -4 | 0.1 | 6 | -11 | 1 | 1 | -9 | -1 | i
O=C(CNC(=O)c1cccc(F)c1)NC1CC1 | -13 | 0.5 | 0 | -5 | -10 | 0 | -8 | 3 | i
CNC(=O)c1ccsc1NC(=O)c1ccc(Cl)s1 | 5 | 2.4 | 9 | -5 | 0 | -1 | 2 | -17 | i
O=C(Nc1ccc(F)cc1F)C1CCN(S(=O)(=O)c2cccnc2)CC1 | -2 | -0.1 | 5 | 1 | 3 | 4 | -4 | 12 | i
COC(=O)C(NC(C)=O)(Nc1ccc(Br)cc1)C(=O)OC | 0 | 0.6 | -3 | 5 | 3 | 3 | -6 | -11 | i
CCCNC(=O)COc1cccc(C(=O)NCc2ccccc2)c1 | -6 | -0.1 | 2 | 2 | -2 | 1 | -9 | -11 | i
CC1(C)C(=O)Nc2ccccc2N1C(=O)COc1ncnc2c(Cl)cc(Cl)cc12 | 0 | -0.1 | -1 | -4 | 2 | -5 | 7 | -13 | i
O=C(Nc1cccc([N+](=O)[O-])c1)c1[nH]ncc1Cl | -7 | -1.3 | 2 | 3 | -3 | 0 | -108 | -6 | i
COc1ccc(C(CNC(=O)CNC(=O)c2cccc(C)c2)N2CCOCC2)cc1 (centres undefined) | 0 | -1.1 | -1 | -3 | 0 | 3 | -7 | -8 | i
CC(C)(C)c1ccc2c(c1)OC(C(=O)N/N=C\c1ccccn1)CO2 (centres undefined) | -6 | 1.0 | 1 | -8 | 16 | -1 | 18 | -5 | i
N/C(=N\NC(=O)c1ccccc1)c1cc2ccccc2oc1=O | -4 | 2.2 | 2 | -6 | 13 | 1 | -6 | 14 | i
C[C@H]1Cn2cnc(C(=O)NCc3ccc(CNC(=O)OC(C)(C)C)cc3)c2C(=O)N1 | -3 | -0.7 | 1 | -3 | 6 | 1 | -12 | 12 | i
COCCc1nc2ccc(C(=O)N(C)Cc3cccc(-n4nc(C)cc4C)c3)cc2o1 | -2 | -1.0 | 0 | -3 | -1 | 0 | -3 | 6 | i
CCS(=O)(=O)c1ccc(O)c(NC(=O)c2cc(-c3ccccn3)nc3ccccc23)c1 | -6 | 0.1 | 2 | 3 | 0 | 2 | -5 | 5 | i
Cc1ccc(NC(=O)Nc2cccn(Cc3c(F)cccc3Cl)c2=O)cc1 | -3 | 0.9 | -10 | 6 | -35 | 1 | 10 | 14 | i
Cc1cc(C)n(C(=O)CNC(=O)c2ccc3c(c2)OCCO3)n1 | 3 | -0.2 | -1 | 1 | 6 | 0 | -8 | -4 | i
CC1=C(C(=O)N2CCCCCC2)CC(CC(=O)NC2CCCCC2)C(=O)N1Cc1ccc(C(C)(C)C)cc1 (centres undefined) | -1 | 0.8 | -2 | -1 | -1 | 3 | 16 | -6 | i
Cc1ccc(C(=O)n2ncn(C)c2=S)cc1 | 2 | -1.6 | 5 | -11 | 2 | 1 | -2 | 20 | i
COc1ccc(C(=O)NCC(=O)N2CCNC(=O)C2)cc1OC | -7 | -0.9 | 3 | -2 | 0 | -2 | -3 | 9 | i
NNC(=O)C=C1CCN(c2ncc(C(F)(F)F)cc2Cl)CC1 | -3 | -0.1 | 2 | 8 | 10 | 1 | -2 | 3 | i
S=C(CN1CCCC1=S)N1CCOCC1 | -1 | -0.5 | 2 | 7 | 7 | 0 | -7 | 8 | i
Cc1cc(S(=O)(=O)N2CCOCC2)ccc1OCC(=O)N1CCCCC1 | -4 | 0.6 | -1 | 5 | 1 | 2 | -2 | 3 | i
Cc1ccccc1C(=O)Nc1nc(SCc2ccc(Cl)cc2)n[nH]1 | -3 | -1.6 | -1 | 2 | 4 | 0 | 23 | 8 | i
CC1CCN(S(=O)(=O)c2ccc3c(c2)N(CC(=O)NCCN2C(C)CCCC2C)C(=O)CS3)CC1 (centres undefined) | -2 | 0.4 | 0 | -3 | -3 | -2 | -3 | 1 | i
Cc1cc(Cl)c(S(=O)(=O)N2CCN(c3ccccn3)CC2)cc1OCC(=O)NC1CCCCC1 | 0 | 0.0 | -1 | -4 | -8 | 0 | 38 | -3 | i
NC(=O)C1(N2CCCCC2)CCN(S(=O)(=O)c2cc(Cl)ccc2Cl)CC1 | -2 | -0.8 | 2 | 2 | -1 | 1 | 2 | 8 | i
O=C(COc1ncnc2ccccc12)NCCCN1CCCC1=O | -5 | -0.7 | -1 | -14 | 7 | 1 | -7 | -5 | i
COc1ccc(-c2noc(CN(C)C(=O)c3ccc4c(c3)OCO4)n2)cc1OC | -2 | -0.3 | -2 | -1 | 3 | 3 | 0 | -2 | i
O=C(CN1C(=O)/C(=C\c2ccccc2Cl)Oc2ccccc21)NCc1cccnc1 | -4 | -0.1 | 2 | 4 | 4 | -2 | -3 | 2 | i
COc1ccc(S(=O)(=O)n2cnc(C)c2)cc1 | -2 | -0.2 | -5 | 2 | 2 | -2 | -4 | 20 | i
CC(C)(C)N1CC(OC(N)=O)C1 | -1 | -0.1 | -9 | -3 | 3 | 4 | -5 | 8 | i
CCOC(=O)c1c(-c2ccccc2)csc1NC(=O)CCN1C(=O)c2ccccc2C1=O | -2 | -0.2 | 0 | 4 | -2 | -3 | -3 | 2 | i
O=C(c1ccco1)N1N=C(c2ccc3nccnc3c2)CC1c1ccccc1 (centres undefined) | -3 | 1.0 | 4 | -6 | 1 | -3 | -2 | -19 | i
O=C(c1cccc(Br)c1)c1coc2ccc(O)cc12 | -1 | 0.2 | 5 | -5 | -1 | 0 | 4 | 0 | i
COc1ccc(Nc2nc(-c3cccs3)nc3ccccc23)cc1 | -7 | 4.0 | -5 | 9 | -8 | 1 | 37 | -4 | i
O=C(CCSc1ccc(Cl)cc1)c1ccco1 | -5 | 0.2 | 0 | -2 | -7 | 1 | 3 | 35 | i
Cc1ccc(Nc2ncc3c(n2)CC(C)(C)CC3=O)cc1 | -2 | 2.1 | 11 | 9 | 1 | 0 | 8 | 4 | i
Cc1nn(Cc2ccccc2Cl)c(C)c1NC(=O)C1C2CCC(O2)C1C(=O)O (centres undefined) | 2 | 0.3 | -9 | 3 | 5 | -3 | -4 | 4 | i
Cn1cnc(C(=O)NCc2ccccc2)c1C(=O)NCc1ccccc1 | -3 | -0.6 | -2 | 4 | -3 | 3 | 1 | 4 | i
Cc1cc(C)c(NC(=O)/C=C\C(=O)O)c([N+](=O)[O-])c1 | -6 | 0.1 | -2 | 0 | -3 | -2 | -5 | 14 | i
CC(C)C(NS(=O)(=O)c1cccs1)C(=O)NCCCN1CCCCCC1 (centres undefined) | -1 | 1.1 | -6 | 2 | 1 | 1 | -5 | -17 | i
COc1ccc(S(=O)(=O)N(C)C[C@H]2Oc3c(NC(=O)Nc4ccccc4)cccc3C(=O)N([C@H](C)CO)C[C@@H]2C)cc1 | -1 | -1.3 | -6 | 2 | -1 | -6 | 13 | 8 | i
CC(=O)Nc1ccc2c(c1)nc(CCN1CCC(C)CC1)n2C | -13 | 0.6 | 4 | -2 | -10 | 0 | -12 | 0 | i
COc1ccc(CCNC(=O)C2CCN(C(=O)c3cccs3)CC2)cc1 | -3 | 0.6 | -6 | -8 | 1 | 2 | -4 | 4 | i
COCCCN(Cc1ccco1)C(=O)CSc1nc2ncccc2[nH]1 | -4 | -0.1 | -1 | -9 | -2 | 0 | -6 | 1 | i

More records follow:
SMILES | MsrA act | MsrA inh | CSN deneddyl inh | eLon inh | MT1-MMP act inh | Rin1 Abl inh | FAS-TE inh | PABP1 MLLE inh | Rpn11 block
Cc1ccc(CNC(=O)C2CCN(S(=O)(=O)N3CCCC3)CC2)cc1 | -3 | -0.2 | 1 | 0 | -1 | 1 | -4 | 7 | i
COc1ccc(-c2nnnn2-c2ccccc2OC)cc1 | -6 | -0.4 | -3 | -12 | 3 | -3 | 0 | 3 | i
COc1cc2c(cc1OC)C(CCc1ccccc1)=NCC2 | -3 | 0.7 | -2 | 7 | -6 | -1 | -3 | -6 | i
COc1cccc(C2c3[nH]c4ccccc4c3C[C@H]3C(=O)N(c4ccccc4C(=O)N4CCC[C@H]4C(=O)O)C(=O)N23)c1 (some centres undefined) | -2 | 1.0 | 3 | 4 | -3 | 0 | -6 | 12 | i

Part of the list above, set out differently.
SMILES	MsrA act	MsrA inh	CSN deneddyl inh	eLon inh	MT1-MMP act inh	Rin1 Abl inh	FAS-TE inh	PABP1 MLLE inh	Rpn11 block
COc1ccc(-c2nnnn2-c2ccccc2OC)cc1	-6	-0.4	-3	-12	3	-3	0	3	i
COc1cccc(C2c3[nH]c4ccccc4c3C[C@H]3C(=O)N(c4ccccc4C(=O)N4CCC[C@H]4C(=O)O)C(=O)N23)c1 (some centres undefined)	-2	1.0	3	4	-3	0	-6	12	i
Cc1ccc(CNC(=O)C2CCN(S(=O)(=O)N3CCCC3)CC2)cc1	-3	-0.2	1	0	-1	1	-4	7	i
COc1cc2c(cc1OC)C(CCc1ccccc1)=NCC2	-3	0.7	-2	7	-6	-1	-3	-6	i

From PubChem BioAssay

Hits appear at their usual frequency. About 3.7% of those tested had a hit in this group.
